Screening data: PubChem BioAssay, National Center for Advancing Translational Sciences (NCATS)
LDHA block: blocks human lactate dehydrogenase A; activity change, % (values are at about 110 or 230 µM); P00338; purified LDHA, NADH/diaphorase-resazurin fluorescence; stronger effect = lower value; 0.15% of 480,000 active; in the data active means activity change below about -30%; inconclusive means mostly about -25% to -30%;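 further: plate controls were DMSO wells for no effect and wells without enzyme for full effect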
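Remaining NADH was detected by diaphorase (0.133 mg/mL) converting 37 µM resazurin to fluorescent resorufin, read at 0 and 20 minutes. The preceding 5-minute room-temperature reaction used 2 nM LDHA, 0.2 mM sodium pyruvate and 0.06 mM NADH at pH 7.4.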
D2 PAM: D2 dopamine receptor (human) potentiation. P14416. HEK293 T-REx D2, calcium flux, EC20 dopamine potentiation. potentiation, % at 10 µM. 0.34% of 340,000 active;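 active means potentiation over 3 SD above the plate norm, cut at about 30% in these data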; further: 0% is about no effect
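Potentiation of an EC20 dopamine calcium response measured kinetically over 180 s, after a preceding 180 s compound-only read flagging agonists. Cells: inducible Hek293 Trex D2 line, 4000/well, cultured overnight at 30 C before dye loading.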
Vif-APOBEC3G blk: Vif-A3G binding inhibition. Q9HC16. HeLa A3G-eYFP + Vif (tagged APOBEC3G with the HIV-1 protein that degrades it), YFP fluorescence, overnight. Potency, µM (top dose mostly 46.1 µM), inactives show top-dose activity, negative = active, hits mostly inhibitors. 0.076% of 410,000 active. AID 602310;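 further: potency means the concentration at half of the fitted maximal effect; on the % scale 0 is the no-effect control and ±100 the full control effect; nearly all actives have a fitted effect of over 60% in size; hits raise eYFP signal because A3G escapes Vif-driven loss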
Target sequence (Q9HC16 whole entry, looked up): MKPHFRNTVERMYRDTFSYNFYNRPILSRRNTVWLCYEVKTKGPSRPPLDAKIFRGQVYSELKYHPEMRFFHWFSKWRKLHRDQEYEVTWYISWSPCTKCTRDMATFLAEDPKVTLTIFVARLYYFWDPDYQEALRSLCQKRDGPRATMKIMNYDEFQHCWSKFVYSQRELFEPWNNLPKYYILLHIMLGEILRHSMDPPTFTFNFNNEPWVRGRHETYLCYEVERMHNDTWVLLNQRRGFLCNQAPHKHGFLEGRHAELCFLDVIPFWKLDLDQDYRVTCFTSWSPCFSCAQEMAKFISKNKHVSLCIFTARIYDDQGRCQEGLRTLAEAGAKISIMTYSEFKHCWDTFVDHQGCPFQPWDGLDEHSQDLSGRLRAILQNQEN
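Read-out is eYFP fluorescence (Ex 488/Em 500-530) from Vif-expressing HeLa A3G-eYFP cells; more signal means A3G escaped Vif-mediated degradation. Cells plated overnight, compound pinned in, incubated overnight at 37 deg C.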
D1 antag: blocks dopamine activation of the human D1 receptor | HEK293 TREx D1 cells, calcium flux, dopamine EC80; stronger effect = lower value | activity change, negative = inhibition, % at 10 µM | 3.2% of 360,000 active | AID 504652 | P21728; in the data active means activity change below about -30%; further: on the % scale 0 is the no-effect control and ±100 the full control effect
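Kinetic fluorescence of a calcium dye serves as the read-out. D1-expressing Hek293 Trex cells, induced overnight at 30 C, are exposed to compound for 180 s before an EC80 dopamine addition, then read 180 s further.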
D1 ag: agonists of human D1 dopamine receptor | P21728 | AID 504660 | 1% of 360,000 active | HEK293 T-REx D1 cells, calcium flux, agonist mode | activation, % at 2 µM; in the data active means activation above about 30%; further: 0% is about no effect
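Agonism was scored from calcium flux recorded over 180 s (1 read/s) after pintool compound addition, following a 10-cycle baseline. Cells were inducible force-coupled HEK293 TREx D1, plated overnight at 30 C and loaded with no-wash calcium dye.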
Vif-A3F inh: inhibitors of Vif-A3F interaction. HeLa A3F-eYFP + Vif (tagged APOBEC3F with the HIV-1 protein that degrades it), YFP fluorescence increase. Potency, µM (titrated, usually from 46.1 µM), without a hit: at the top dose activity, negative = active. 0.2% of 390,000 active. AID 602313; further: potency means the concentration at half of the fitted maximal effect; % of control where 0% means no effect; nearly all actives have a fitted effect of over 65% in size
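Fluorescence increase (Ex 488/Em 500-530) after overnight compound treatment at 37 deg C flags inhibition of Vif-driven A3F-eYFP loss in stable HeLa A3F-eYFP/Vif cells seeded overnight beforehand.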
Glioma ERSR ind: inducers of ER stress response in human glioma cells | Potency, µM, for the others: at the top dose activation, actives largely listed as activators | 0.02% of 420,000 active | U87-MG GRP78 promoter luciferase reporter, 16 h; further: potency means the concentration at half of the fitted maximal effect; series mostly up to about 76 µM; % of control where 0% means no effect; nearly all actives have a fitted effect of over 35% in size
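ERSR induction read as luciferase luminescence (Bright-Glo, 10 min at room temperature) in stably transfected human U87-MG glioma cells exposed to compounds for 16 h, using GRP78 as sensor.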
D1 potentiator: potentiators of human D1 dopamine receptor; potentiation, % at 10 µM; HEK293 TREx D1 cells, calcium flux, dopamine EC20 potentiation; P21728; 0.036% of 360,000 active; in the data active means potentiation above about 30%; further: 0% is about no effect
RXFP1 agonist: agonists of human relaxin receptor RXFP1; Q9HBX9; HEK293T-RXFP1 cAMP TR-FRET, 30 min; response scale: percent of porcine relaxin response, buffer zero; Potency, µM (top dose mostly 57.5 µM), for inactives: at the highest dose activation, usual class: activators; 0.3% of 370,000 active; further: potency means the concentration at half of the fitted maximal effect; on the % scale 0 is the no-effect control and ±100 the full control effect; nearly all actives have a fitted effect of over 60% in size; many of its hits are not listed in these tables
Target sequence (Q9HBX9 whole entry, looked up): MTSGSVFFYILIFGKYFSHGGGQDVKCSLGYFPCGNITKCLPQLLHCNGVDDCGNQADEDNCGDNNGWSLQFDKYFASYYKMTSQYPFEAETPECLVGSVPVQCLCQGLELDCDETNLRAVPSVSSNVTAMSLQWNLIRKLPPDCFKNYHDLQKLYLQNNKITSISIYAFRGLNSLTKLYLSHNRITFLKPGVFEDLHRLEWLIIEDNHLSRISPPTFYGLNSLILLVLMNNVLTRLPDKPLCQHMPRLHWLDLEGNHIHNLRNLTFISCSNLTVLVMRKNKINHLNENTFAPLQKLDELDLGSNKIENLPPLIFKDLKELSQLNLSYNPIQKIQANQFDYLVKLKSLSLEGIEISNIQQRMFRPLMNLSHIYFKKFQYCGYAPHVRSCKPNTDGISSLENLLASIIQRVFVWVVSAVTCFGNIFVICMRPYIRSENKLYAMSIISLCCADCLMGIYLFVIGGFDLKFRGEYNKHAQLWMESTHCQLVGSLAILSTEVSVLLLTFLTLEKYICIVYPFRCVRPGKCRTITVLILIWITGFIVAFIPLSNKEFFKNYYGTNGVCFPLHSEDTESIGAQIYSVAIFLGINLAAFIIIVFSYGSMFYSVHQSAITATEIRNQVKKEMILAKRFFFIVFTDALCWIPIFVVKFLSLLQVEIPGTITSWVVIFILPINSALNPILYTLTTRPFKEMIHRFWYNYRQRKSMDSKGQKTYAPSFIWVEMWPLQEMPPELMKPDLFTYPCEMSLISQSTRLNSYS
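Agonist response is measured as cAMP accumulation in an RXFP1-transfected HEK293T line under PDE4 inhibition. Values are scaled between buffer-only and 29 nM porcine relaxin, and EC50s come from standard Hill equation fits.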
* hit, by the source's call; u = inconclusive; x = no result given; & = joins results of further samples. Unless noted, the call rests on the fitted dose curve; in most records, active means well fitted curve in the direction sought with a large enough effect; inconclusive means small, poorly fitted or top-dose-only effect, or another doubt; inactive means no such curve, though single readings can be large; an effect the other way counts as inactive or inconclusive.

SMILES	LDHA block	D2 PAM	Vif-APOBEC3G blk	D1 antag	D1 ag	Vif-A3F inh	Glioma ERSR ind	D1 potentiator	RXFP1 agonist
Cc1cc(N2CCN(c3cccc(C(F)(F)F)c3)CC2)n2nc(-c3ccccc3C)nc2n1	-0.6	1.8	0.4%	10.4	5.1	-1.2%	-2.8%	1.6	-1.2%
CCCCCCNCC1OCc2ccccc2CO1	-4.2	-7.2	3.7%	3.8	4.5	1.6%	-5.4%	-2.3	0.0%
Cc1nnc(SCCn2c(N3CCCC(C)C3)nc3c2c(=O)[nH]c(=O)n3C)s1 (configuration not stated)	-2.4	10.9	0.2%	-16.3	1.0	-12.6%	-3.0%	-0.9	0.1%
O=C(CCN1c2ccccc2Sc2ccccc21)Oc1ccccc1	-4.9	-8.0	-8.5%	12.3	0.9	-3.2%	-1.7%	-4.4	2.4%
CCn1c(=NC(=O)CS(=O)(=O)c2ccc(C)cc2)sc2cccc(OC)c21	-6.3	17.4	7.1%	0.1	1.5	3.6%	-2.3%	4.0	2.8%
O=S(=O)(c1cc(F)cc(F)c1)N1CCN(c2ncccn2)CC1	1.4	12.4	-3.2%	17.7	0.7	-13.1%	-0.1%	9.9	1.4%
COc1ccc(CCNC(=O)c2ccccc2)cc1	-5.2	6.3	-7.9%	6.7	6.5	-6.4%	-1.9%	-8.9	1.5%
O=C(c1cc(Cl)ccc1Cl)N1CCOCC1	-1.9	3.7	-0.4%	6.9	1.6	-1.5%	-0.5%	-0.1	0.5%
COc1ccc(OCCN2CCCC2)cc1Nc1nnc(Cl)c(Nc2ccccc2S(C)(=O)=O)n1	-6.2	x	5.6%	x	x	-10.3%	-3.7%	x	x
Cc1ccc(-c2nn3c(=O)cc(CN4CCN(C(=O)Nc5cccc(C(F)(F)F)c5)CC4)nc3s2)cc1	-0.9	-3.3	1.4%	4.6	0.5	-22.8%	6.5%	-2.2	11.7%
CCc1cc(=O)oc2cc(OCC(=O)N3CCC(C(=O)O)CC3)ccc12	-2.8	12.8	0.1%	9.7	1.1	4.3%	-2.0%	-1.4	2.2%
Cc1ccccc1N1Cc2ccccc2C1	-0.1	-12.3	-0.3%	3.5	1.7	-27.2%	2.7%	-1.4	-1.7%
O=C(OCC(=O)N1CCCCCC1)c1cccc(Cl)c1	-19.2	-3.8	2.9%	7.9	1.1	1.6%	8.3%	-1.1	0.6%
COCCNC(=O)Cn1ccc2cc(S(=O)(=O)N3CCCCC3)ccc21	-1.7	-2.7	-5.0%	5.8	3.3	0.0%	-4.3%	-6.2	3.1%
Fc1ccc(N2CCN(c3nc(-c4ccco4)cc(C(F)(F)F)n3)CC2)cc1	-1.9	2.9	-4.0%	22.9	3.1	7.2%	-10.6%	17.4	6.5%
CCCCn1c(O)c(N=NC(=O)c2ccccc2NS(=O)(=O)c2cccs2)c2ccccc21	-3.0	20.1	0.6%	2.8	1.8	-0.6%	-11.3%	3.3	-0.4%
O=C(c1ccc(Cl)cc1)c1cnc(Nc2ccccc2)s1	-14.4	11.3	1.0%	6.3	1.1	-12.2%	u	2.3	3.9%
O=C(C1CCN(S(=O)(=O)c2cnc[nH]2)CC1)N1CCN(Cc2ccc3c(c2)OCO3)CC1	-4.7	6.2	-0.4%	12.3	3.0	2.7%	-3.4%	-3.4	0.3%
O=C(Cc1ccc(-c2ccccc2)cc1)NCCN1CCOCC1	-11.1	-7.8	0.9%	-11.8	0.6	-8.2%	-0.6%	6.7	0.2%
COc1ccc(NC(=O)CN(C)C(=O)c2cccc(-n3cccc3)c2)cc1	-2.8	-4.7	-0.6%	3.9	-0.1	3.0%	-0.2%	3.9	2.1%

Part of the list above in order of count of non-hydrogen atoms, lowest first.
SMILES	LDHA block	D2 PAM	Vif-APOBEC3G blk	D1 antag	D1 ag	Vif-A3F inh	Glioma ERSR ind	D1 potentiator	RXFP1 agonist
O=C(OCC(=O)N1CCCCCC1)c1cccc(Cl)c1	-19.2	-3.8	2.9%	7.9	1.1	1.6%	8.3%	-1.1	0.6%
COCCNC(=O)Cn1ccc2cc(S(=O)(=O)N3CCCCC3)ccc21	-1.7	-2.7	-5.0%	5.8	3.3	0.0%	-4.3%	-6.2	3.1%
CCn1c(=NC(=O)CS(=O)(=O)c2ccc(C)cc2)sc2cccc(OC)c21	-6.3	17.4	7.1%	0.1	1.5	3.6%	-2.3%	4.0	2.8%

More records follow:
SMILES	LDHA block	D2 PAM	Vif-APOBEC3G blk	D1 antag	D1 ag	Vif-A3F inh	Glioma ERSR ind	D1 potentiator	RXFP1 agonist
Cc1onc(-c2c(F)cccc2Cl)c1C(=O)Nc1sc2c(c1C(N)=O)CCC2	-3.9&5.9	-3.7	-3.3%	-11.5	1.1	-9.8%	-0.7%	-5.8	2.4%
O=C(OC1CCOC1=O)c1cccc(S(=O)(=O)N2CCc3ccccc3C2)c1 (configuration not stated)	-8.5	9.2	2.0%	-23.3	12.1	2.7%	-2.2%	-5.2	0.6%
Cc1ccccc1N(C(=O)CCC(=O)Nc1ccccn1)C(C(=O)NC(C)C)c1ccc(O)cc1 (configuration not stated)	2.3	-16.9	4.4%	-1.2	1.4	2.0%	1.6%	1.6	-0.8%
COc1cccc(NC(=O)c2ccc(OC(F)(F)F)cc2)c1	0.0	-6.5	-5.7%	-16.8	2.9	-15.5%	-0.6%	3.4	-0.2%
CCC(C)NC(=O)CN(C)S(=O)(=O)c1ccc2c(c1)c(=O)n(C)c(=O)n2C (configuration not stated)	-1.0	-0.3	0.0%	6.7	2.0	-8.5%	-4.1%	-2.1	7.8%
O=C1NC[C@@H](Cc2cccc3ccccc23)N(CCC23CC4CC(CC(C4)C2)C3)C1=O	-12.8	4.3	-5.9%	7.1	9.0	2.7%	-2.2%	0.8	-1.5%
O=C(c1ccc(CN2CCOCC2)cc1)N1CCN(Cc2ccccc2)CC1	-1.5	1.9	-10.3%	-6.5	2.8	-3.9%	-3.2%	-5.4	0.0%
CCOc1ccccc1NC(=O)C1CCN(S(=O)(=O)c2cccc3nonc23)CC1	-1.2	5.1	3.6%	-9.9	-1.6	-0.3%	-1.5%	-3.7	1.7%
CCN1CCN(c2ccc([N+](=O)[O-])cc2C(=O)c2ccc(Cl)cc2)CC1	1.9	-16.1	u	22.2	3.7	-1.9%	-5.8%	-7.6	0.3%
COCCCNC(=O)CSc1ccc(Cl)cc1	-1.5	-10.1	1.7%	-8.8	3.1	-10.2%	3.4%	0.7	-0.2%
O=C1C=C(c2cccc(Cl)c2)C[C@@H](c2ccc(Cl)cc2)C1	-4.0	-8.0	-0.1%	2.9	5.7	3.4%	-5.6%	-1.7	0.3%
Cc1c(C(C)(C)O)[nH]c2ccc(C(F)(F)F)cc12	-2.7	1.7	-9.3%	-5.6	5.0	-1.7%	7.3%	-2.8	0.0%
COC(=O)c1ccccc1NC(=O)CSc1nnc(-c2cccnc2)o1	2.1	x	1.3%	17.4	3.3	12.8%	1.5%	-7.5	4.5%
CCOC(=O)N1CCC(NC(=O)c2ccc3c(c2)N(Cc2cccc(C)c2)C(=O)c2ccccc2S3(=O)=O)CC1	-3.2	-3.7	-9.6%	-8.1	9.9	-7.0%	-2.3%	-3.9	-0.9%
CCCCNC(=O)c1onc(CSc2ccc(F)c(F)c2)c1C(=O)NCCCC	2.9	x	0.7%	x	x	4.0%	-4.7%	x	x
CC1(C)O[C@@H]2[C@@H](CO[C@@]3(COS(N)(=O)=O)OC(C)(C)O[C@@H]23)O1	x	-2.2	x	6.4	1.8	x	x	0.6	-0.1%
CN(C)c1ccc(/C=N/NC(=O)c2ccco2)cc1	-0.2	-7.5	0.7%	-9.4	2.0	-21.5%	-10.6%	-0.8	1.0%
CC1CCc2nc3sc4c(c3c(N)c2C1)CCCC4 (configuration not stated)	-8.1	5.4	-15.3%	-0.3	7.3	3.2%	4.9%	-4.8	-0.5%
CCOc1cc(CNCCSc2nnnn2C)cc(Cl)c1OCc1ccc(Cl)cc1	2.0	x	-12.2%	10.2	16.5	14.1%	0.1%	-2.7	-1.4%
COc1ccc(/C=N/NC(=O)c2ccc3nc[nH]c3c2)c(OC)c1OC	-8.1	2.1	-0.6%	-10.7	2.4	-13.5%	-7.9%	2.5	-2.5%
O=C(NCc1cccnc1)c1cn(-c2ccccc2)nc1-c1cccs1	-9.0	-20.2	-0.4%	12.4	-0.6	1.9%	-0.6%	-3.1	0.4%
COc1ccccc1/C=C1\C(=O)Nc2ccccc21	-0.2	-2.9	u	1.7	1.1	-3.4%	9.2%	-3.6	0.3%
Cc1cccc(C(=O)NC(=S)NNC(=O)COc2c(C)cccc2C)c1	-0.4	11.7	-4.2%	-25.3	137.0*	-12.5%	1.6%	-3.5	2.4%
COc1cccc(C2NC(=S)NC(C)=C2C(=O)c2ccccc2)c1OC (configuration not stated)	-0.3	0.2	u	4.7	9.9	-21.5%	-5.1%	4.6	-0.6%
COc1ccc(N(CC(=O)NCc2cccnc2)S(=O)(=O)c2ccccc2)c(OC)c1	-0.8	x	3.9%	x	x	-1.1%	-2.4%	x	x
Cc1nn(C)cc1C(C(=O)NC1CCCCC1)N(Cc1ccccc1Cl)C(=O)c1cnccn1 (configuration not stated)	2.4	x	2.2%	1.0	1.8	4.8%	-1.6%	7.9	-1.0%
CC(=O)N1CCc2cc(S(=O)(=O)NC(CC(C)C)C(=O)N3CCn4c3nc3ccccc34)ccc21 (configuration not stated)	-4.8	1.3	-0.7%	-4.8	2.2	-6.4%	-4.0%	-2.9	0.5%
COc1cc(Cn2c(C(=O)O)cc3sccc32)cc(OC)c1OC	-1.3	-4.8	1.5%	-4.6	3.1	6.0%	-4.5%	-1.3	-1.0%

Structural class, the entries above containing a furan ring, fused or not.
SMILES	LDHA block	D2 PAM	Vif-APOBEC3G blk	D1 antag	D1 ag	Vif-A3F inh	Glioma ERSR ind	D1 potentiator	RXFP1 agonist
Fc1ccc(N2CCN(c3nc(-c4ccco4)cc(C(F)(F)F)n3)CC2)cc1	-1.9	2.9	-4.0%	22.9	3.1	7.2%	-10.6%	17.4	6.5%
CN(C)c1ccc(/C=N/NC(=O)c2ccco2)cc1	-0.2	-7.5	0.7%	-9.4	2.0	-21.5%	-10.6%	-0.8	1.0%

The list is partial (hit frequency here may not be typical).
